MrgX1 agonist – human MrgX1 receptor agonism, primary screen; MrgX1-HEK293 cells, Fluo-4 calcium fluorescence, agonist mode; active compounds read high; B-score at 10 µM; 310,000 compounds, 0.44% hits; AID 588627;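 active = calcium response B-score plate-corrected fluorescence ratio at least 3 library SD, with starting fluorescence B-score inside 5 SD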
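Assay system: stable human MrgX1 HEK293 cell line. Quantity: 15,000 cells per well. Schedule: cells plated overnight, dye loaded 0.5 h 37 °C, 0.5 h room temperature. Detection: Fluo-4 NW calcium-flux fluorescence, kinetic read. Read-out basis: peak-minus-minimum fluorescence over baseline, converted to B scores. Control set: positive and negative control wells on each plate.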
TRPC4 inh – blocks the mouse TRPC4 cation channel. HEK293 TRPC4beta/mu-opioid, DAMGO-evoked Fluo4 calcium flux; active compounds read low. B-score at 10 µM. 300,000 compounds, 0.39% hits. Q9QUQ5;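 active = B-score over 3 SD under the library average, no early fluorescence shift, positive overall ratio signal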
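Assay system: TRPC4beta/mu-opioid receptor HEK293 cell line; compound dosing: single concentration per test compound; detection: Fluo4 Ca2+ flux fluorescence; evaluation: per-well B score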
MrgX1 antagonist – antagonists of human MrgX1 receptor. Q96LB2. MRGX1-HEK293 calcium flux, Fluo-4, BAM8-22 antagonism; active compounds read low. B-score at 10 µM. 310,000 compounds, 1.3% hits;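 active = calcium-response B-score plate-corrected more than 3 library SD below zero, starting fluorescence within 5 deviations, no agonist response on first addition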;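 also: peak minus trough fluorescence over baseline after final BAM8-22 challenge near maximal dose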
TRPC6 inh – inhibitors of mouse TRPC6 channel. 310,000 compounds, 1.1% hits. AID 2553. HEK293-TRPC6, membrane potential dye, ACh-evoked depolarization; active compounds read low. B-score at 10 µM;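 active = B-score under library mean minus 3 SD, initial fluorescence not abnormally high, positive integrated signal ratio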;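 also: B-score derived from integrated fluorescence ratio over the kinetic read; more negative B-score means stronger inhibition of depolarization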
Target sequence (Q61143 whole entry, looked up): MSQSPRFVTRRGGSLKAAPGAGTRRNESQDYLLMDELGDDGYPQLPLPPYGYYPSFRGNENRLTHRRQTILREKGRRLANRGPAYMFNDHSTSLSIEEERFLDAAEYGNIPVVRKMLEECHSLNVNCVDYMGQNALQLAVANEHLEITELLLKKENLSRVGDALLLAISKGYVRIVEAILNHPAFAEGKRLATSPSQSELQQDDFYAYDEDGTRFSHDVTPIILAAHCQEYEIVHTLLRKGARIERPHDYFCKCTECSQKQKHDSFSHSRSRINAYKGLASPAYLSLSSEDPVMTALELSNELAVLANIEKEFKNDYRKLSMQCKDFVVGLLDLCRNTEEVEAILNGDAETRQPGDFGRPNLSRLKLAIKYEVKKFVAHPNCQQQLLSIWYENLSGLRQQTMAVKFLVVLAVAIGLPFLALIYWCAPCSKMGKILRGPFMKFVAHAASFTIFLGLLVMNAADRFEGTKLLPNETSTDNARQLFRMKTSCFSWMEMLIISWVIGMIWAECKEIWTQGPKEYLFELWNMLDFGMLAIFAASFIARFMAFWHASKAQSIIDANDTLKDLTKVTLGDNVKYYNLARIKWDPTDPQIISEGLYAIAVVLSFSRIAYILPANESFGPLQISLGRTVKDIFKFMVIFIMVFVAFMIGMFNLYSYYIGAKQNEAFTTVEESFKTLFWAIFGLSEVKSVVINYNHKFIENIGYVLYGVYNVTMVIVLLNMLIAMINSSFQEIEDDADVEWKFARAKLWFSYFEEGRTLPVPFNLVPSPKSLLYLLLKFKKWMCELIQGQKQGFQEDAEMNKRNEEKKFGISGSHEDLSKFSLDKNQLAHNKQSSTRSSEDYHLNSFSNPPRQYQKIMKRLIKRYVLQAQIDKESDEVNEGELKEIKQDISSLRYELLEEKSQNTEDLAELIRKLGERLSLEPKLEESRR
ANO1 block – blocks the mouse calcium-activated chloride channel TMEM16A. Q8BHY3. AID 588511. 310,000 compounds, 1.2% hits. HEK293 TMEM16A/YFP iodide influx fluorescence, ionomycin. normalized B-score (activity score, 25-100; higher = stronger inhibition) at 10 µM;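 active = ratio plate-corrected score three or more library SD toward inhibition, starting fluorescence score within five deviations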;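 also: score derived from kinetic fluorescence span divided by baseline fluorescence per well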
ANO1 activ – activates or potentiates the mouse TMEM16A chloride channel. Q8BHY3. HEK293 TMEM16A/YFP-H148Q/I152L, iodide quench fluorescence; active compounds read low. AID 623877. B-score at 10 µM. 340,000 compounds, 0.3% hits;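 active = fluorescence-ratio B-score plate-corrected deviation score at least 3 library SD below zero, with starting fluorescence score within 5 deviations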;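 also: channel opened by trigger with iodide after compound preincubation; score built on the fluorescence ratio of max minus min over baseline; more negative score means more quench and so TMEM16A activation or potentiation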
TRPC4 potent – TRPC4 (mouse) allosteric potentiation; HEK293 TRPC4beta/mu-opioid, DAMGO EC20, Fluo-4 Ca2+ flux; active compounds read high; Q9QUQ5; 310,000 compounds, 0.42% hits; AID 2227; B-score at 10 µM;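 active = B-score of calcium response area above 5 SD of library B-scores, with initial fluorescence ratio within 5 SD of library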;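 also: B-score of integrated fluorescence ratio over time as area under calcium response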
SKKanGAS inh – SKKanGAS growth inhibition; S. pyogenes SKKanGAS, kanamycin growth, BacTiter-Glo, 6 h; inhibition, % at 7.5 µM; 300,000 compounds, 1.3% hits;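 active = mean replicate score, as percent of positive control median, at least 50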;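 also: strain carries kanamycin resistance gene driven by streptokinase promoter and grows in 40 µg/ml kanamycin; loss of luminescence reflects streptokinase promoter inhibition or plain growth inhibition; 0% = median of DMSO wells and 100% = positive control at its reference dose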
MrgX1 allo act – allosterically activates human MrgX1 receptor signaling; Q96LB2; MrgX1-HEK293, Fluo-4 calcium flux, FDSS; active compounds read high; B-score at 10 µM; 310,000 compounds, 0.63% hits; AID 588675;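 active = plate-corrected calcium response at least 3 library SD above typical, normal starting fluorescence, not activating the receptor alone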;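 also: compound read alongside a low EC10 to EC30 dose of BAM8-22 agonist; peak minus trough fluorescence over baseline measured at the second addition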
TRPC4 act – activators of mouse TRPC4 channel; Q9QUQ5; HEK293 TRPC4beta/mu-opioid, Fluo4 calcium fluorescence; active compounds read high; B-score at 10 µM; 310,000 compounds, 0.49% hits; AID 2237;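 active = B-score above 5 SD of library B-scores, and initial fluorescence ratio not above library mean plus 5 SD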;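 also: positive B-score marks a calcium rise read as TRPC4 activation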
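Incubation: 45 min room-temperature Fluo4 loading, 110 s read / System: HEK293 cells stably co-expressing mouse TRPC4beta and mu-opioid receptor / Signal: Fluo4 fluorescence, kinetic / Control set: buffer (low) and maximal DAMGO (high) / Measure: integrated baseline-normalised fluorescence ratio, converted to per-well B score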
TRPC6 act – activates the mouse TRPC6 cation channel | Q61143 | HEK293-TRPC6 membrane potential dye fluorescence; active compounds read high | B-score at 10 µM | 310,000 compounds, 0.13% hits | AID 2550;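 active = B-score of the integrated fluorescence ratio above library mean plus 3 SD, and starting fluorescence ratio within library mean plus 5 SD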;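 also: higher score means more depolarization so channel activation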
* = called active by the depositor; i = inactive; · = no result given.

SMILES	MrgX1 agonist	TRPC4 inh	MrgX1 antagonist	TRPC6 inh	ANO1 block	ANO1 activ	TRPC4 potent	SKKanGAS inh	MrgX1 allo act	TRPC4 act	TRPC6 act
C=C(C)[C@@H]1CC[C@]2(C(=O)O)CC[C@]3(C)[C@H](CC[C@@H]4[C@@]5(C)CC[C@H](O)C(C)(C)[C@@H]5CC[C@]43C)[C@@H]12	i	i	i	i	i	i	i	9	i	i	i
C=CCN1C(=O)CSC1=Nc1ccc(C(=O)O)cc1	i	i	i	i	i	i	i	0	i	i	i
COc1ccc(NC(=S)NC(NC(=O)c2cccc(C)c2)C(Cl)(Cl)Cl)c([N+](=O)[O-])c1 (configuration not stated)	i	·	i	·	i	i	·	·	i	·	·
Cn1c(=O)oc2cc(S(=O)(=O)N3CCCC(C(=O)NCc4cccs4)C3)ccc21 (configuration not stated)	i	i	i	i	i	i	i	-4	i	i	i
COc1ccc(S(=O)(=O)N2CCN(C(=O)c3cc(-c4ccccc4OC)n[nH]3)CC2)cc1	i	i	i	i	i	i	i	-20	i	i	i
C=CCn1c(CNS(=O)(=O)c2ccc(Br)cc2)n[nH]c1=S	i	i	i	i	i	i	i	-1	i	i	i
O=C(CSc1nc2ccsc2c(=O)n1CC1CCC(C(=O)O)CC1)NCCc1ccc(Cl)cc1 (configuration not stated)	i	i	i	i	i	i	i	26	i	i	i
COc1ccccc1NC(=O)NNC(=O)c1ccc(-c2ccccc2)cc1	i	i	i	i	i	i	i	-7	i	i	i
CC1CCCN(CC(O)CN)C1 (configuration not stated)	i	i	i	i	i	i	i	3	i	i	i
COc1ccc(N(C)S(=O)(=O)c2cccc(C(=O)NCC3CCCCC3)c2)cc1	·	i	·	i	·	-37*	i	13	·	i	i
CC1(c2ccccc2)NC(=O)N(CC(=O)NNC(=O)c2ccccc2)C1=O (configuration not stated)	i	i	i	i	i	i	i	-4	i	i	i
O=S(=O)(NCC1CCCO1)c1ccc(Cl)c(C(F)(F)F)c1 (configuration not stated)	i	i	i	i	i	i	i	-7	i	i	i
CC(C)=CC(=O)N1CCCC(N2CCN(c3ccccc3C)CC2)C1 (configuration not stated)	i	i	i	i	i	i	i	-7	i	i	i
COc1ccc(Cc2nnc(NC(=O)Nc3ccccc3F)s2)cc1OC	i	i	i	i	i	i	i	13	i	i	i
OC(COCc1cccs1)CN1CCN(c2cccc(Cl)c2)CC1 (configuration not stated)	i	i	i	i	i	i	i	-1	i	i	i
O=C(Nc1ccc2c(c1)OCO2)N1CCN(c2ccc(F)cc2)CC1	i	i	-4.7*	i	i	i	i	2	i	i	i
Nc1nnc(SCC(=O)OCc2ccccc2)s1	i	i	i	i	i	i	i	1	i	i	i
Cc1cc(C(C)(C)C)c(O)c(C(C)(C)C)c1	i	i	i	i	i	i	i	2	i	i	i
COc1ccc(NC(=O)CSc2ncnc3c2sc2ccccc23)c(OC)c1	i	i	i	i	i	i	i	-6	i	i	i
CCOC(=O)C1(Cc2ccccc2C)CCCN(S(=O)(=O)c2cccnc2)C1 (configuration not stated)	i	i	i	i	i	i	i	3	i	i	i
COC(=O)C1(C)CN(S(=O)(=O)c2ccc(C)cc2)c2cc(OC)ccc2C1=O (configuration not stated)	i	i	i	i	i	i	i	1	i	i	i
NC(=O)CSc1nnc(-c2ccoc2)o1	i	i	i	i	i	i	i	-1	i	i	i
Cc1ccc(C)c(OCc2n[nH]c(=S)o2)c1	i	i	i	i	i	i	i	14	i	i	i
COC(=O)c1cccc(Oc2cccc(C(F)(F)F)c2)n1	i	i	i	i	i	i	i	3	i	i	i
O=C(NCc1ccccc1)C(c1cccnc1)N(C(=O)c1csnn1)c1ccc(F)cc1 (configuration not stated)	i	i	i	i	i	i	i	-2	i	i	i

Going on with the list:
SMILES	MrgX1 agonist	TRPC4 inh	MrgX1 antagonist	TRPC6 inh	ANO1 block	ANO1 activ	TRPC4 potent	SKKanGAS inh	MrgX1 allo act	TRPC4 act	TRPC6 act
Cc1cc(C(=O)CSc2ncn[nH]2)c(C)n1-c1cccc(S(=O)(=O)N2CCOCC2)c1	i	i	i	i	i	i	i	3	i	i	i
O=C(O)c1ccccc1C(=O)NNC(=O)C(c1ccccc1)c1ccccc1	i	i	i	i	i	i	i	4	i	i	i
O=C(Nc1ncc(Cl)cn1)c1cccs1	i	i	i	i	i	i	i	2	i	i	i
COc1ccccc1-n1c(C)cc(/C=C2\C(=N)N3N=C(CC(=O)N4CCOCC4)SC3=NC2=O)c1C	i	i	i	i	i	i	i	-3	i	i	i
CCOc1ccc(NC(=S)Nc2ccc(Br)cc2Cl)cc1	i	i	i	i	i	i	i	-5	i	i	i
CCC1Oc2ccccc2N(CC(=O)NCCCN2CCCC2)C1=O (configuration not stated)	i	i	i	i	i	i	i	-2	i	i	i
C#CCn1c(O)c(N=NC(=O)C(O)c2ccccc2)c2ccccc21 (configuration not stated)	i	i	i	i	i	i	i	-2	i	i	i
Nc1ccc(-c2nc3ccccc3o2)cc1	i	i	i	i	i	i	i	4	i	i	i
COc1ccc(S(=O)(=O)N2CCN(C(=O)NC3CCCCC3)CC2)cc1	i	i	-4.6*	i	i	i	i	0	i	i	i
CC(C)C[C@H]1CN=C(Nc2ccccc2)N1CC1CCC1	i	i	i	i	i	i	i	2	i	i	i
Nc1ccc(C(=O)N/N=C\C=C\c2cccc([N+](=O)[O-])c2)cc1	i	i	i	i	i	i	i	-5	i	i	i
COc1ccc(CNC2=CC(=O)CC(C)(C)C2)cc1	i	i	i	i	i	i	i	3	i	i	i
COc1ccc(C(C(=O)NCC2CCCO2)N(C(=O)Cn2nnc3ccccc32)c2ccc(NC(C)=O)cc2)cc1 (configuration not stated)	i	i	i	i	i	i	i	4	i	i	i
CC(=O)NC1=NN(C(C)=O)C2(S1)C(=O)N(CC(C)C)c1ccc(C)cc12 (configuration not stated)	i	i	i	i	i	i	i	1	i	i	i
NNc1nc(N)c2c(n1)-c1ccccc1CC21CCCC1	i	i	i	i	i	i	i	32	i	i	i
O=C(NCCO)c1cc2c(s1)CCC2	i	i	i	i	i	i	i	-3	i	i	i
C#CCOCCOCCOCCNc1nc(N2CCN(C(=O)CCCCCCCCCCNC(=O)[C@H]([C@@H](C)CC)n3cc(CCCCCN)nn3)CC2)nc(N2CCN(C(=O)CCCCCCCCCCNC(=O)[C@H]([C@@H](C)CC)n3cc(CCCCN=C(N)N)nn3)CC2)n1	81*	·	i	·	i	-28*	·	·	i	·	·
Cc1sc2nc(CSc3n[nH]c(N)n3)[nH]c(=O)c2c1C	i	i	i	i	i	i	i	-1	i	i	i
O=C(Nc1ccc(-c2nc3ccccc3s2)cc1)c1cc(-n2cnnc2)ccc1Cl	i	i	i	i	i	i	i	-1	i	i	i
Cn1cc(Cl)c(/C=C(\C#N)S(=O)(=O)c2ccccc2)n1	i	i	i	i	i	i	i	3	i	i	i
CCN(Cc1ccccc1)C(=O)c1ccc(CS(=O)c2ccccc2C)o1 (configuration not stated)	i	i	i	i	i	i	i	-5	i	i	i
CCOC(=O)c1ccccc1NC1CC(=O)N(c2ccccc2C)C1=O (configuration not stated)	i	i	i	i	i	i	i	-1	i	i	i
CCc1nnc(NC(=O)CSc2nc3c([nH]c4ccccc43)c(=O)n2CCOC)s1	i	i	i	i	i	i	i	-9	i	i	i
Cc1cccc(C(=O)Nc2ccccc2C(=O)OCC(=O)Nc2ccc(C#N)cc2)c1	i	i	i	i	i	i	i	11	i	i	i
Cc1ccc(C2/C(=C(/O)c3cnn(-c4ccccc4)c3C)C(=O)C(=O)N2CCN2CCOCC2)o1 (configuration not stated)	i	i	i	i	i	i	i	5	i	i	i

As entered above:
In SKKanGAS inh, CC1CCCN(CC(O)CN)C1 (configuration not stated) is listed with 3
In SKKanGAS inh, COc1ccc(S(=O)(=O)N2CCN(C(=O)NC3CCCCC3)CC2)cc1 is listed with 0

Going on with the list.
SMILES	MrgX1 agonist	TRPC4 inh	MrgX1 antagonist	TRPC6 inh	ANO1 block	ANO1 activ	TRPC4 potent	SKKanGAS inh	MrgX1 allo act	TRPC4 act	TRPC6 act
COc1cc(C(=O)NCCc2ccc(F)cc2)c([N+](=O)[O-])cc1OC	i	i	i	i	i	i	i	0	i	i	i
CCOc1ccc2[nH]c(C)c(CN(C)C)c(=O)c2c1	i	i	i	i	i	i	i	14	i	i	i
C[N+](C)(C)CCCN(Cc1ccc2c(c1)OCO2)C(=O)NC1CCCCC1	i	i	i	i	i	i	i	5	i	i	i
COc1ccc(CNC(=O)CSc2nnc(Cn3nnc4ccccc43)n2C)cc1	i	i	i	i	i	i	i	-3	i	i	i
Cc1ccc(NC(=O)C(=O)NCc2ccc(/C=C(/C#N)C(=O)NCc3cccnc3)o2)cc1	i	i	i	i	i	i	i	3	i	i	i
C=CCSC1=C(C#N)C(c2ccccc2OCC)C(C#N)C(=O)N1 (configuration not stated)	i	i	i	i	i	i	i	5	i	i	i
COc1cccc(C(=O)N/N=C(\C)CC(=O)Nc2ccc(N(C)C)cc2)c1	i	i	i	i	i	i	i	11	i	i	i
O=C(NCc1cccc(Cl)c1)C1CCN(c2nnc(N3CCCC3=O)s2)CC1	i	i	i	i	i	i	i	-6	i	i	i
Cc1cccc(-c2nsc(SCC(=O)NCc3ccco3)n2)c1	i	i	i	i	i	i	i	-5	i	i	i
CC1CCCCN1CCCNC(=O)Cn1c(=O)c2cccn2c2ccccc21 (configuration not stated)	i	i	i	i	i	i	i	-1	i	i	i
COc1cc(NC(=O)COc2ccc(-n3cnnn3)cc2)c(OC)cc1Cl	i	i	i	i	i	i	i	-10	i	i	i
Cc1ccc(C)c(OCc2nc3ccccc3[nH]2)c1	i	i	i	i	i	i	i	-5	i	i	i
Cc1ccc(NC2c3ncccc3C(=O)N2c2ccccc2C)cc1C (configuration not stated)	i	i	i	i	i	i	i	0	i	i	i
CC(C)CNC(=O)CN(C1CCCCC1)S(C)(=O)=O	i	i	i	i	i	i	i	-1	i	i	i
O=C(O)Cc1ccc(C(=O)c2ccccc2)s1	i	i	i	i	i	i	i	7	i	i	i
Cc1cccc(Cl)c1OCCCCn1ccnc1	i	·	i	i	i	i	i	-4	i	77*	i
